Bioassay records as filed in PubChem BioAssay.
GPR151 activ: activates the human receptor GPR151 | PathHunter beta-arrestin GPR151 cells, luminescence | activation, % at 11.2 µM | actives 1% (n = 650,000); in the data active = activation above about 4.9%;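 also: 0% = median of compound wells and 100% = cells with positive control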
Target sequence (Q8TDV0 whole entry, looked up): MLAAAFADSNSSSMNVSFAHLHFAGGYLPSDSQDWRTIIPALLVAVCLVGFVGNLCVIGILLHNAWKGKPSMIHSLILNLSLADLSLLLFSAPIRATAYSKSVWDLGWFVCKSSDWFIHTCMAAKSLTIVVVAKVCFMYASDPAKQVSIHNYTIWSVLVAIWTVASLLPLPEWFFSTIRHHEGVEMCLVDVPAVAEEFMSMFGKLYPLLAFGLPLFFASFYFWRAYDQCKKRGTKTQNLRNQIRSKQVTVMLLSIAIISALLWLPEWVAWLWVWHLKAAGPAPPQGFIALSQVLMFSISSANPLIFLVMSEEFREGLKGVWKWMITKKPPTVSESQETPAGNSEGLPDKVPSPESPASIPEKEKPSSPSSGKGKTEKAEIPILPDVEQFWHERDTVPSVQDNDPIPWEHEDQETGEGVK
FBW7 activator: human FBW7 E3 ligase activation, primary screen; actives 0.13% (n = 650,000); normalized activity (activation), % at 26.1 µM; AlphaScreen FBW7–phospho-cyclin E peptide binding, activator screen; Q969H0; AID 1259310; in the data active = normalized activity above about 1.9%;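 also: purified mutant Fbw7 with reduced substrate affinity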
MITF primary: blocks human microphthalmia-associated transcription factor; actives 0.91% (n = 650,000); inhibition, % at 2.6 µM; AlphaScreen MITF homodimerization, bead proximity signal; AID 1259374; O75030; in the data active = inhibition above about 50%;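 also: 0% = vehicle wells with protein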
Target sequence (O75030 whole entry, looked up): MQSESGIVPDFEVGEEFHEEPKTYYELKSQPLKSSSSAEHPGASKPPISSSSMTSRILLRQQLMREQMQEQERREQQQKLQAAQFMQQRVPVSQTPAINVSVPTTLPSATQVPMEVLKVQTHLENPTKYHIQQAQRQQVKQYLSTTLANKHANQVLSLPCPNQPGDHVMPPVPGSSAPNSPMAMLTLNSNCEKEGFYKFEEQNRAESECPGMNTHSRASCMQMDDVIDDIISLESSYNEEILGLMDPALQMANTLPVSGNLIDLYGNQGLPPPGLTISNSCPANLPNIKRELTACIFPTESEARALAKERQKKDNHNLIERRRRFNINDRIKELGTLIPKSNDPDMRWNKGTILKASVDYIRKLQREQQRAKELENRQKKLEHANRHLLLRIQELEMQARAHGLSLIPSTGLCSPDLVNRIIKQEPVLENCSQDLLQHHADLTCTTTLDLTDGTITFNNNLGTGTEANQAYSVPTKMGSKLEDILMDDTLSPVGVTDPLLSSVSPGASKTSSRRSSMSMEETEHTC
TEAD-YAP inh: TEAD-YAP interaction inhibition; HEK-TIYL cells, TEAD-Gal4/YAP UAS-luciferase luminescence; inhibition, % at 9.12 µM; actives 1.4% (n = 640,000); AID 1259422; in the data active = inhibition above about 32%;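 also: 0% = median of test compound wells and 100% = reference inhibitor wells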
* hit, by the source's call.

Every second line gives: GPR151 activ, FBW7 activator, MITF primary, TEAD-YAP inh
- Cc1cccc(NC(=O)CC(C)S(=O)(=O)c2ccc3c(c2)OCC(=O)N3)n1 (stereo not given)
 : -1.1, 0.1, 4, 3
- Cc1ccc(-n2c(O)c(C=Nc3ccccc3O)c(=O)[nH]c2=O)cc1
 : 0.4, 0.0, -5, -12
- Cc1ccc(-n2nc3c(c2NC(=O)c2ccc(S(=O)(=O)N(C)C)cc2)CSC3)cc1
 : 1.1, 0.1, 5, 6
- CN(C)S(=O)(=O)c1ccc(C(=O)OCC2CCCO2)cc1 (stereo not given)
 : 1.3, 0.1, -2, -5
- NC(=O)c1ccc(NC(=O)Cn2cnc3c(cnn3-c3cccc(Cl)c3)c2=O)cc1
 : 0.7, 0.3, 5, 14
- CCN(CC)CCNC(=O)C1CCN(Cc2ccccc2O)CC1
 : 1.1, 0.0, 7, 0
- C=CCNc1nc2c(c(=O)n(C)c(=O)n2C)n1CCCCCC
 : 0.5, 0.2, 12, 47*
- COc1ccc([C@@H]2Nc3c(OC)ccc(Cl)c3[C@@H]3C=CC[C@@H]32)cc1[N+](=O)[O-]
 : -0.4, -0.2, -5, -4
- Cc1ccc(-c2nnc3n(Cc4ccc(Br)cc4)c4c(=O)n(C)c(=O)n(C)c4n23)cc1
 : 0.5, 0.0, -3, 1
- O=P(CCN1CCOC1c1cccnc1)(c1ccccc1)c1ccccc1 (stereo not given)
 : 2.2, 0.2, 12, 4
- CSc1ccccc1NC(=O)C1CCCN1S(=O)(=O)c1ccc(Cl)s1 (stereo not given)
 : 0.3, 0.3, 4, 6
- Cn1c(=O)n(C)c2cc(S(=O)(=O)Nc3ccc(Br)cc3)ccc21
 : 0.7, -0.1, 3, 8
- COc1ccc(-c2csc(NN=C(C)C)n2)cc1
 : 1.4, 0.2, 23, -19
- CN1CCN(Cc2cc(-c3ccc(F)cc3)ccc2OCC(=O)N2CCCC2)CC1
 : 0.8, 0.3, 12, 2
- O=c1c(O)c(-c2ccc(O)cc2)oc2cc(O)cc(O)c12
 : -3.1, 0.4, -44, -4
- COc1ccc(C(=O)/C=C/Nc2cccc(C)c2)cc1
 : -3.8, 0.0, -6, -12
- CC1CCc2nc(NC(=O)c3ccc(S(=O)(=O)N4CCOCC4)cc3)sc2C1 (stereo not given)
 : 1.6, 0.4, 7, 2
- CCOC(=O)c1[nH]ncc1CN1CCN(Cc2ccccc2)C(CCO)C1 (stereo not given)
 : 1.2, 0.1, 12, -4
- Cc1cc(Br)c2[nH]c(O)c(N=NC(N)=O)c2c1
 : 1.2, 0.0, 10, 6
- CCN1C(=O)/C(=C\c2cc([N+](=O)[O-])cc(OC)c2O)SC1=S
 : -0.9, -0.2, 1, -3

Single values from above:
FBW7 activator result of NC(=O)c1ccc(NC(=O)Cn2cnc3c(cnn3-c3cccc(Cl)c3)c2=O)cc1 reads 0.3
FBW7 activator result of CCN(CC)CCNC(=O)C1CCN(Cc2ccccc2O)CC1 reads 0.0

(more compounds)
Every second line gives: GPR151 activ, FBW7 activator, MITF primary, TEAD-YAP inh
- NNC(=O)c1ccc(NC(=O)C2(c3ccccc3)CCCC2)cc1
 : -0.1, -1.9, -2, 8
- Nc1nc(NCc2c(F)cccc2Cl)nn1-c1ccccc1
 : 0.2, 0.1, 5, -30
- COC(=O)[C@@H](NC(=O)c1sc2ncnc(NCCN3CCCCC3)c2c1C)C(C)C
 : 0.4, 0.1, -9, -10
- CCN(CC)C(=O)Cn1ncc2c1-c1cc(C)ccc1OC2
 : 1.1, 0.2, 11, 5
- CCOc1ccc(-n2c(N)c(C(=O)N3CCN(C)CC3)sc2=S)cc1
 : -0.5, 0.0, 19, 4
- COCC1CCCCN1Cc1nc(-c2ccccn2)no1 (stereo not given)
 : 0.1, -0.1, 8, -9
- Cn1nccc1Nc1nc(Nc2ccccc2)c2ncn(CCN3CCCC3=O)c2n1
 : 1.0, 0.0, 12, -12
- O=C(Oc1ccc(S(=O)(=O)c2ccc(OC(=O)c3ccco3)cc2)cc1)c1ccco1
 : 1.0, -0.1, 2, -2
- CN1CCN(C(=O)c2ccc(-c3nc(NCc4ccccc4)c4[nH]cnc4n3)cc2)CC1
 : 0.7, -0.1, -1, 3
- CCCc1nn2c(N)cc(=O)nc2s1
 : 1.7, 0.7, 5, -5
- COc1ccc(NC(=O)CN(c2cccc(C)c2C)S(=O)(=O)c2ccccc2)cc1
 : 1.5, 0.5, 15, 7
- CCC(C)NC(=O)C(C)Oc1ccc(Br)cc1 (stereo not given)
 : -0.7, 0.1, 10, 1
- CC(C)(C)NC(=O)C1CCN(S(=O)(=O)c2ccc(Br)cc2)CC1
 : 0.5, 0.2, 17, 1
- OCCC1CN(Cc2ccccc2O)CCN1C1CCCC1 (stereo not given)
 : 0.3, 0.1, -2, -13
- CCOc1ccc(Nc2ncnc3nc[nH]c23)cc1
 : -2.1, -0.1, 2, 51*
- O=C(CCCc1ccccc1)Nc1ccnn1C1CCN(C2CCCC2)CC1
 : -2.6, 0.2, -3, 6
- CCN(C(=O)CCCl)c1nc(-c2ccc(OC)cc2)cs1
 : 0.0, -0.1, -10, -15
- Cc1ccc(NC(=O)C2(c3ccccc3)CCC(=O)C2C)cc1 (stereo not given)
 : -0.6, -0.1, 0, -13
- COc1ccc(N2C3=C(C(=O)CC(C)(C)C3)C(c3ccc(OC)c(OC)c3)C3=C2CC(C)(C)CC3=O)cc1
 : -0.7, -0.1, 3, -1
- CCOC(=O)N1CCN(C(=O)CCN2c3ccccc3Sc3ccccc32)CC1
 : -1.4, -0.1, -4, 1
- COC(=O)C1=C(C(=O)OC)SC(=C2C(=S)C(C)(C)N(C(=O)CN3C(=O)c4ccccc4C3=O)c3ccc(C)cc32)S1
 : -1.1, 0.0, 8, -1
- CC(=O)c1ccc(NC(=O)CSc2nc3ccc(NC(=O)c4ccc(Cl)cc4Cl)cc3s2)cc1
 : -1.7, 0.6, 1, -8
- CN1CCN(S(=O)(=O)c2ccc(NCCc3c[nH]c4ccccc34)nc2)CC1
 : -0.4, 0.3, 19, -6
- CCSc1nc(-c2ccccc2)cc(C)c1C#N
 : -0.3, 0.4, -2, 2
- Cc1cc(C)nc(/N=C(\NC(=O)c2ccccc2)Nc2ccc(C(C)C)cc2)n1
 : -1.0, 0.8, 6, 4
- NNC(=O)CSc1c(-c2cccs2)[nH]c2ccccc12
 : 2.2, 0.3, -3, 3
- CCC(C)n1c(=N)c(C(=O)NCc2ccco2)cc2c(=O)n3cc(C)ccc3nc21 (stereo not given)
 : 3.7, 0.0, -6, -9
- Cc1ccc(/C(O)=C2\C(=O)C(=O)N(c3ncccn3)C2c2cccc([N+](=O)[O-])c2)cc1 (stereo not given)
 : 4.9, 0.5, 20, 6
- Cc1nc2sccn2c1C(=O)C(=O)Nc1nc(-c2cccc(Br)c2)cs1
 : -0.7, 0.5, 2, 4
- CCC(C)(C(=O)NC1CCCCC1)N(CC1CCCO1)C(=O)Cc1cccs1 (stereo not given)
 : -1.0, 0.2, 8, -4
- Cc1nc(NCC(N)=O)c2nnn(Cc3ccccc3)c2n1
 : -1.2, 0.0, -1, 2
- Cc1cccc(C(=O)NC(=S)Nc2ccc3oc(-c4ccccc4)nc3c2)c1
 : -1.5, 0.1, 0, -18
- COc1cc(C=O)cc(I)c1OCc1ccccc1C#N
 : 1.3, -0.1, -2, -1
- Cc1cc(C)c(C)c(S(=O)(=O)N2CCN(CC(O)COc3ccccc3)CC2)c1C (stereo not given)
 : -1.6, -0.2, 47, 10
- O=C(Nc1ncc(Cc2ccc(F)cc2)s1)c1csc2c1CCCC2
 : -0.9, 0.7, -5, 0
- O=C(ON1C(=O)c2ccccc2C1=O)c1ccccc1I
 : 4.9, 0.1, -3, 9
- S=C1NCN(Cc2ccco2)CN1Cc1ccccc1
 : 0.9, -0.1, 4, -2
- CCOc1ccc(NC(=S)NC(=O)c2ccco2)cc1
 : -0.8, -0.1, 8, -58
- N=C1S/C(=C\c2ccccc2F)C(=O)N1c1ccccc1F
 : 1.6, 0.0, -1, -16
- O=C(NCC1CCCO1)C1CCCN1C(=O)Nc1ccccc1Cl (stereo not given)
 : -0.3, -0.1, -10, -2
- Cc1c(NC(=O)CSc2cc(=O)n(C)c3ccccc23)cccc1[N+](=O)[O-]
 : 0.9, -0.3, -8, -1
- COCCNC(=O)Cn1c(=O)n(Cc2cccs2)c(=O)c2ccc(Cl)cc21
 : 1.5, -0.1, -2, 0
- COc1cc(-c2cnc3c(NC4CCC(O)CC4)nccn23)cc(OC)c1OC (stereo not given)
 : 0.3, -0.2, 0, 15
- Cc1cc(Br)cc(/C=N/NC(=O)c2cncc(Br)c2)c1O
 : -0.2, 0.1, 1, -6
- O=C(Cc1ccccc1)Nc1cccc(-c2nc3ccccc3c(=O)o2)c1
 : 0.4, -0.4, -1, 2
- C=CCn1c(O)c(C=Nc2ccccc2Cl)sc1=S
 : 1.3, -0.3, 8, -60
- COc1cc(OC)cc(C(=O)O/N=C(\N)c2cccnc2)c1
 : 0.3, 0.0, 11, -9
- CNC(=O)c1ccc(-c2cc(OC)c(OC)c(OC)c2)nc1N1CCOCC1
 : -0.8, 0.3, 11, -4
- CC(=O)N1CCN(Cc2nc3cc(NC(=O)C4CCCCC4)ccc3n2C)CC1
 : 1.6, 0.3, 6, 5
- CCc1cc2c(=O)c(-c3nc4ccccc4[nH]3)coc2c(CN(C)C)c1O
 : 1.9, -0.2, 10, 19
- c1cnc(N2CCN(Cc3ccc4c(c3)CN(Cc3ccoc3)CCO4)CC2)nc1
 : 0.9, -0.4, -6, 8
- Cc1cc(C(=O)N2CCNCC2)c(-c2ccccc2)o1
 : -0.8, 0.1, -1, 13
- CC1=C(C#N)C(Nc2cccc(C)n2)(C(F)(F)F)C(=O)N1 (stereo not given)
 : 0.1, 1.2, 10, 7
- CCCc1nn2c(=O)c(C(c3cccc([N+](=O)[O-])c3)c3c(O)nc4sc(CCC)nn4c3=O)c(O)nc2s1
 : -1.1, 0.0, 3, 8
- CCOC(=O)C(NCCC(=O)c1ccc(Cl)cc1)C(C)C (stereo not given)
 : -1.3, 0.8, 16, 15
- COc1ccccc1NC(=O)c1ccc(N2CC3CC(C2)c2cccc(=O)n2C3)c(NC(=O)Cc2c(F)cccc2Cl)c1 (stereo not given)
 : 0.5, -0.1, -1, 3
- O=C(CS)Nc1cccc(Br)c1
 : -0.9, 0.0, 7, 10
- COc1ccc(Cl)c2sc(N3CCN(C(=O)c4cccs4)CC3)nc12
 : -1.5, 0.3, 20, 1
- CCCCNc1nc2c(c(=O)n(C)c(=O)n2C)n1Cc1ccc(F)cc1
 : -0.1, -0.2, -5, 13
- O=C(c1ccoc1)N1CCOc2ccc(CN3CCN(c4ccccc4)CC3)cc2C1
 : -0.3, 0.0, 9, 1

(further entries)
Every second line gives: GPR151 activ, FBW7 activator, MITF primary, TEAD-YAP inh
- CSc1nc(C)c(C(=O)Nc2ccccc2)c(-c2ccco2)c1C#N
 : 0.3, -0.1, 0, 0
- CC(NS(=O)(=O)c1ccccc1)c1ccc2ccccc2c1 (stereo not given)
 : -0.2, -0.2, -3, 4
- CCOC(=O)c1c(NC(=O)CN2C(=O)CCC2=O)sc2c1CCCC2
 : -0.3, 0.1, 13, -8
- CC1=C(C(C)C)Nc2nnnn2C1c1ccc(Br)cc1 (stereo not given)
 : 0.1, -0.1, 1, 4
- O=C(/C=C/c1ccco1)Nc1ccccc1N1CCCCC1
 : -2.4, 0.4, 9, 8
- C[C@H](Cn1nnc2ccccc21)NC(=O)Cc1c[nH]c2ccccc12
 : -0.3, 0.0, 2, 6
- CC1=C(c2ccc(C)cc2)S(=O)(=O)NC1=NC(C)C12CC3CC(CC(C3)C1)C2 (stereo not given)
 : 0.8, 0.0, 2, 1
- CC1(C)Oc2ccc(C(=O)NC3CC3)cc2N(CC(=O)Nc2ccccc2Cl)C1=O
 : 0.7, -0.2, -14, 2
- Cc1ccc(-c2nnc(Nc3ccc(S(N)(=O)=O)cc3)c3ccccc23)cc1S(=O)(=O)N1CCOCC1
 : 0.5, -0.1, 9, -3
- O=C(Nc1cc(Cl)ccc1C(=O)O)c1cccs1
 : 1.2, -0.4, -25, 12
- O=C(Nc1ccc(Nc2cc(-n3ccnc3)ncn2)cc1)c1cccc2ccccc12
 : 0.0, 0.0, 2, 34*
- COc1cc2nc(=S)n3[nH]c(CCn4c(C)nc5ccccc54)nc3c2cc1OC
 : 5.5*, 0.2, 7, -2
- COc1ccc(N2C(=O)CC(Sc3ccccn3)C2=O)cc1 (stereo not given)
 : -2.2, 0.1, 1, 0

Single records (already shown):
O=C(/C=C/c1ccco1)Nc1ccccc1N1CCCCC1 across the screens: GPR151 activ: -2.4; FBW7 activator: 0.4; MITF primary: 9; TEAD-YAP inh: 8
C[C@H](Cn1nnc2ccccc21)NC(=O)Cc1c[nH]c2ccccc12 across the screens: GPR151 activ: -0.3; FBW7 activator: 0.0; MITF primary: 2; TEAD-YAP inh: 6

Laid out differently: 4 of the compounds above
compound: CC(NS(=O)(=O)c1ccccc1)c1ccc2ccccc2c1 (stereo not given)
- GPR151 activ = -0.2
- FBW7 activator = -0.2
- MITF primary = -3
- TEAD-YAP inh = 4
compound: CCOC(=O)c1c(NC(=O)CN2C(=O)CCC2=O)sc2c1CCCC2
- GPR151 activ = -0.3
- FBW7 activator = 0.1
- MITF primary = 13
- TEAD-YAP inh = -8
compound: CC1=C(C(C)C)Nc2nnnn2C1c1ccc(Br)cc1 (stereo not given)
- GPR151 activ = 0.1
- FBW7 activator = -0.1
- MITF primary = 1
- TEAD-YAP inh = 4
compound: O=C(/C=C/c1ccco1)Nc1ccccc1N1CCCCC1
- GPR151 activ = -2.4
- FBW7 activator = 0.4
- MITF primary = 9
- TEAD-YAP inh = 8
